Screening results: PubChem BioAssay, The Scripps Research Institute Molecular Screening Center
TbREL1 inh – TbREL1 inhibition, primary screen | TbREL1 RNA ligation, FRET fluorescence | inhibition, % at 9.66 µM | 89,000 tested, 0.49% active | AID 1117264;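 active = inhibition above the mean inhibition across all screened compounds plus 3 SD, cut at about 11% in these data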;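 note: 0% = plate median of test wells and 100% = NSC42067 control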
Target sequence (P86926 whole entry, looked up): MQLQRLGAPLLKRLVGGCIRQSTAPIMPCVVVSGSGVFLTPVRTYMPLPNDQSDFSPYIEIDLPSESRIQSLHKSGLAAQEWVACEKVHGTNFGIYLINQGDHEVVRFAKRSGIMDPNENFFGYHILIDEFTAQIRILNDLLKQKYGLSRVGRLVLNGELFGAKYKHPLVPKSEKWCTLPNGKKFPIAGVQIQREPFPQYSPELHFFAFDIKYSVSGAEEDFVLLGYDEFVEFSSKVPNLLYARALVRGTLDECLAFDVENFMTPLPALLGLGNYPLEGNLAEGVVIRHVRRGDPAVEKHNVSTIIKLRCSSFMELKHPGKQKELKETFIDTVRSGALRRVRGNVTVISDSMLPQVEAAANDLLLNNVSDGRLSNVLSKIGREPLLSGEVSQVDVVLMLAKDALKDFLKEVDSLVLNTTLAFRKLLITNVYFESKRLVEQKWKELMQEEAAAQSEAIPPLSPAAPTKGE
The depositor's hits bear a star. An excerpt; the hit share may differ from the screen's.

TbREL1 inh,Molecule
-1,O=c1cc(CSc2ccccc2)nc(-c2ccncc2)[nH]1
6,CCOC(=O)CSc1ncc(-c2ccccc2)cn1
1,COc1ccc(-c2cnn3c(N)c(S(=O)(=O)c4ccccc4)cnc23)cc1
0,O=C(CCN1C(=O)C2C3CCC(C3)C2C1=O)Nc1ccc(Cl)cc1Cl (stereo unspecified)
-2,COc1ccc(C(=O)Nc2ccccc2C(=O)NC(Cc2ccc(O)cc2)C(=O)NNC(=O)c2ccccc2)cc1 (stereo unspecified)
5,CC(C)(C)OC(=O)NCc1ccc(NC(=O)c2nc[nH]c2C(=O)N[C@@H](Cc2ccccc2)C(=O)OCc2ccccc2)cc1
2,Nc1nc(NCC(=O)O)nc(N2CCCCCC2)c1[N+](=O)[O-]
-2,C[C@@H]1COc2cc(Br)ccc2S(=O)(=O)N1Cc1cn(CC2CCCCC2)nn1
-6,Nc1ccc2c3c(cccc13)-c1ccccc1-2
0,CCOc1ccc(-c2cnc(NCc3cccc4ccccc34)n2CCOC)cc1
-1,Cc1cc(Cl)ccc1NC(=S)NCc1cccs1
-1,CCOC(=O)c1cc(C(=O)Nc2ccc(C)c(F)c2)nn1C
-1,CC(C)(Cc1ccccc1)/[N+]([O-])=C\c1ccc(C(F)(F)F)cc1
1,O=C(C[n+]1ccc(C(=O)NCc2ccccc2)cc1)c1ccc(OC(F)F)cc1
4,Cc1cccc(-c2ocnc2C(=O)N2CCN(C(=O)c3cccs3)CC2)c1
7,Cc1csc(NC(C)c2nc3cc(C(F)(F)F)ccc3n2CCOCCO)n1 (stereo unspecified)
-3,CC1(C)OC2C(O1)[C@@H](CO)O[C@H]2n1cnc2c(N)ncnc21 (stereo partly specified)
-5,Cc1cccc(-n2c(O)c(C=NCCCN3CCOCC3)c3ccccc3c2=O)c1
2,Nc1nnc(SCc2ccccc2)n1-c1ccccc1
3,CCN(C(=O)COC(=O)c1c(-c2ccccc2)noc1C)c1c(N)n(Cc2ccccc2)c(=O)[nH]c1=O

More compounds follow.
TbREL1 inh,Molecule
0,COc1ccc2cc3c(N)c(C(=O)N4CCCC4)sc3nc2c1
0,COc1cccc(-c2nc(NC3CCCC3)c3ccccc3n2)c1O
3,OCCN=C1CCCc2c1[nH]c1ccc(Br)cc21
6,CCOCCCn1c(SCC(=O)Nc2ccccc2OC)nc2ccccc2c1=O
-3,Cc1cc(=O)[nH]c2nc3ccccc3n12
2,CCOC(=O)Cn1c(S(=O)(=O)Cc2cccc(F)c2)nc(-c2ccccc2)c1-c1ccccc1
2,Cc1ccc(S(=O)(=O)N2C=CC(C(F)(F)F)=NCC2)cc1
3,CN(Cc1ccco1)C(=O)CN1C(=O)C2(OCCCO2)c2ccccc21
0,COc1ccc(C(=O)Nc2ccc3nc(N4CCCCC4)cc(C)c3c2)c(OC)c1
-5,CN(C)S(=O)(=O)c1cccc(NC(=S)N2CCCCC2CO)c1 (stereo unspecified)
0,CN(c1ccccc1)S(=O)(=O)c1ccc(C(=O)N2CCN(c3ccccc3F)CC2)cc1
-5,O=c1c2ccccc2c(/C=N/c2n[nH]c(CCCO)n2)c(O)n1-c1ccccc1Cl
6,CCC1(C)Cc2c(sc3nc(SCC(=O)O)[nH]c(=O)c23)CO1 (stereo unspecified)
-3,O=C(C1CCCN(S(=O)(=O)c2ccccc2[N+](=O)[O-])C1)N1CCN(c2ccccc2)CC1 (stereo unspecified)
-3,COC(=O)C1=C(Nc2ccc(C)cc2)C=C(C)C(C(=O)OC)C1c1ccc(F)cc1 (stereo unspecified)
0,CC(=O)C1=C(c2ccccc2)NC(=O)NC1c1cccs1 (stereo unspecified)
-1,CCn1c(SCC(=O)NC2CCS(=O)(=O)C2)nnc1-c1ccccc1 (stereo unspecified)
-3,Cc1cc(NC(=O)CSCC(=O)OCC(=O)Nc2ccc(OC(F)F)cc2)no1
-2,Nc1ccn([C@@H]2O[C@H](CN=C3NS(=O)(=O)c4ccccc43)[C@@H](O)[C@H]2O)c(=O)n1
0,COc1ccc(CNC(=O)C2CCCN(S(=O)(=O)c3ccc4c(c3)C(C)(C)C(=O)N4C)C2)cc1 (stereo unspecified)

(further entries)
TbREL1 inh,Molecule
6,O=C(O)C1CCN(C(=O)CSc2nnc(-c3ccccc3)o2)CC1
1,CCOC(=O)Cn1ccc(-c2ccccc2)c(C#N)c1=O
14*,Nc1ccc2c(c1)OCCOCCOCCOCCOCCO2
1,Cc1sc2ncnc(SCC(=O)Nc3ncccc3O)c2c1C
-2,Cc1cccc(OCc2nc(C#N)c(NCCN(C)C)o2)c1
0,Cc1cc(NC(=O)c2ccc3c(c2)C(=O)N(C(C)(C)C)C3=O)no1
3,Cc1ccc(NC(=O)C2CCCN(c3nnc(-n4cccc4)s3)C2)cc1C (stereo unspecified)
0,O=C(Nc1cc2c3c(c1)C1CCCC1CN3CC1CCCC21)c1ccccc1 (stereo unspecified)
7,O=C(Nc1ccccc1N1CCCCC1)c1ccc(N2C(=O)c3ccccc3C2=O)cc1
0,CC1CC(C)CN(CCCNS(=O)(=O)c2cc(Br)cc3c2N(C(=O)C2CC2)CC3)C1 (stereo unspecified)
1,Cc1ccc(C)c(OCCC(=O)NNC(=O)c2ccccc2F)c1
-2,COc1ccc(C(OC(=O)c2ccco2)C(=O)NC2CCCC2)cc1 (stereo unspecified)
2,COc1cc2nc(N3CCN(c4cc(C)ccc4C)CC3)nc(N)c2cc1OC
0,CCOc1ccccc1NS(=O)(=O)c1ccc2[nH]c(=O)ccc2c1
3,CCCNC(=O)/C(=C/c1cn(S(=O)(=O)N(C)C)c2ccccc12)NC(=O)c1ccc(OC)cc1
-1,CCCC(=O)OC/C(O)=C(\C#N)c1nc2ccccc2[nH]1
-1,CN1C(=O)[C@@H]2[C@H](C1=O)[C@@H]1C(=O)Nc3ccccc3C(=O)N1[C@@H]2c1ccc(Br)cc1
1,CN1CC(=O)N(CC(=O)NCc2ccc(F)cc2)c2ccccc2C1=O
-1,COc1cccc(NC(=O)c2ccco2)c1
-1,COCCNC(=O)C(OC(=O)c1cccs1)c1ccc(F)cc1 (stereo unspecified)

(next part)
TbREL1 inh,Molecule
4,Cc1sc2ncnc(SCC(=O)Nc3ccc(CN4CCCC4)cc3)c2c1C
4,O=C(Nc1ccc(SC(F)F)cc1)c1cc(-c2ccncc2)nc2ccccc12
-2,CC(C)(C)NC(=O)COC(=O)c1ccc(F)cc1Cl
4,CN(CCCC(=O)Nc1ccc(Br)cc1F)S(=O)(=O)c1ccccc1
4,CN(C)Cc1c(C(=O)N/N=C/c2cccc3ccccc23)nnn1-c1nonc1N
-1,C/C(=N/NC(=O)c1ccco1)c1ccc(NC(=O)c2ccc(F)cc2)cc1
2,COCCNC(=O)C1CC(=O)N(c2ccc(F)c(Cl)c2)C1 (stereo unspecified)
-2,Cc1ccc(NC(=O)c2cc(N3C(=O)C=CC3=O)ccc2Cl)cc1C
3,CCC12CC3CC(C1)CC(C(=O)Nc1nn[nH]n1)(C3)C2
1,Clc1ccc2nc(CSc3ncn[nH]3)cn2c1
-1,CCOC(=O)CN1C(=O)N[C@@H](CCc2ccccc2)C(C(C)=O)=C1C
-1,Cc1ccc(CN2CCSc3sccc3C2=O)cc1
0,COc1ccccc1CNC(=O)C(NS(=O)(=O)c1cccc2nsnc12)C(C)C (stereo unspecified)
-2,O=C(N1CCCCCC1)n1c(Cc2ccccc2)nc2ccccc21
1,O=C(NN=C1CCCCCC1)c1ccncc1
-2,Cc1cccc(C)c1-n1nnnc1C(c1ccnc2ccccc12)N(CCC#N)Cc1ccccc1 (stereo unspecified)
7,CNC(=O)c1ccc(CN(C)CC(=O)Nc2ccccc2C(=O)NC2CC2)cc1
2,O=C(Cn1cc2c(n1)CCCC2)NCc1ccccn1
1,Cc1ccc(NC(=O)CSc2nnc(C3CC3)n2CC2CCCO2)c(C)c1 (stereo unspecified)
2,C=CCn1c(Cc2cccs2)nnc1SCC(=O)Nc1cccc2ccccc12

(next part)
TbREL1 inh,Molecule
-1,Cn1c(=O)[nH]c(NCCc2ccc(O)cc2)c([N+](=O)[O-])c1=O
-1,CS(=O)(=O)N1CCc2cc(C(=O)Nc3ccc(O)cc3)ccc21
-1,CC(C)(C)OC(=O)[C@H](NC(=O)OCc1ccccc1)c1ccccc1
3,CN(C(=O)COC(=O)C1CCN(S(=O)(=O)c2ccc3c(c2)OCCO3)CC1)C1CCS(=O)(=O)C1 (stereo unspecified)
0,COc1ccc(OCCC(=O)Nc2ccc(S(N)(=O)=O)cc2)cc1
-1,CCNC(=O)C1(C)CCN(C(=O)c2cccc3ccccc23)C1 (stereo unspecified)
8,Cc1cc([N+](=O)[O-])nn1CCCC(=O)Nc1cccc(Cl)c1Cl
4,O=C(O)COc1ccccc1/C=N/NC(=O)c1cccc(S(=O)(=O)N2CCOCC2)c1
-5,O=C(CCC1CCCCC1)NCCS(=O)(=O)N1CCN(c2ccccc2)CC1
2,CCCNC(=O)C/C(C)=N/NC(=O)C(=O)Nc1ccccn1
-2,COc1cc2cc(CCCOC(=O)c3ccc(C(F)(F)F)cc3)oc(=O)c2cc1OC
6,Fc1cccc(Cc2c(-c3ccc(Cl)cc3)nc3c(Cl)cc(C(F)(F)F)cn23)c1
-2,Cc1c(O)c(CN2CCCCC2)cc2c3c(c(=O)oc12)CCC3
0,Cc1cc(S(=O)(=O)N2CCCC2)ccc1OCC(=O)N1CCOCC1
1,O=C(O)c1ccoc1CN1CCCCC1
-2,CCOC(=O)/C(C#N)=C1/C=Nc2ccccc2N1
1,COc1ccc(C2C(C(=O)O)CCC(=O)N2c2ccc(C)cc2)cc1OC (stereo unspecified)
3,COC(=O)COc1ccc2c(-c3ccc(OC)cc3)cc(=O)oc2c1
1,O=[N+]([O-])c1cc2c(cc1/C=N/Nc1nc(Nc3ccccc3)nc(N3CCCCC3)n1)OCO2
-3,CCCn1c(SCC(=O)NC2CCCC(C)C2C)n[nH]c1=O (stereo unspecified)

(cont.)
TbREL1 inh,Molecule
1,Cc1cccc(C)c1-n1nnnc1C(C1CC1)N1CCN(C/C=C/c2ccccc2)CC1 (stereo unspecified)
4,Cc1ncc([N+](=O)[O-])n1S(=O)(=O)c1cc(Br)ccc1Br
4,CN(C)CCCN(C(=O)c1ccc(C(=O)c2ccccc2)cc1)c1nc2c(F)cccc2s1
1,N#Cc1nnn2c1nc(N)c1c(F)cccc12
4,O=C(c1cc(COc2cccc(C(F)(F)F)c2)on1)N1CCC(c2ccncc2)CC1
2,CC(C)C(=O)Nc1cccc(C(=O)Nc2nnc(C(C)C)s2)c1
0,O=C(Nc1ccc(Cl)cn1)c1cccnc1
2,CS(=O)(=O)c1ccc(C(=O)N2CCN(C(=O)c3ccco3)CC2)cc1
6,O=C(c1cccs1)N1CCN(Cc2cccnc2)CC1
-3,COc1ccc(NC(=S)N2CCN(c3ccccn3)CC2)cc1OC
9,CC(C)CC(C(=O)NCC1CCCO1)N(C(=O)Cn1nnc(-c2ccc(F)cc2)n1)c1cccc(C(F)(F)F)c1 (stereo unspecified)
0,O=C1NC(=O)/C(=C\c2ccc(Oc3ccc([N+](=O)[O-])cn3)cc2)S1
-2,COC(=O)C1=CN(c2cc(C)cc(C)c2)C=C(C(=O)OC)C1c1cccc(F)c1
0,CCCCNC(=O)C1CCCN1C(=O)Nc1ccc2c(c1)OCO2 (stereo unspecified)
-3,Cc1ccccc1-n1c(SCC(=O)N2CCCCC2)nc(O)cc1=O
-3,CC1(C)Nc2ccccc2N(CCC(=O)N2CCOCC2)C1=O
-2,CCCCCN(C(=O)CCC(=O)OCC(=O)N(C)c1ccccc1)c1c(N)n(CCCC)c(=O)[nH]c1=O
1,CC(C)C(NS(=O)(=O)c1ccc2c3c(cccc13)C(=O)N2)C(=O)O (stereo unspecified)
1,COc1ccc(O)c(C(=O)/C=C/c2cc3ccccc3o2)c1
-1,Cc1ccc(NC(=O)C2CCCN(C(=O)NCc3ccccc3)C2)c(C)c1 (stereo unspecified)

Looked up by compound from the list above (three):
TbREL1 inh,Molecule
6,O=C(c1cccs1)N1CCN(Cc2cccnc2)CC1
-2,COC(=O)C1=CN(c2cc(C)cc(C)c2)C=C(C(=O)OC)C1c1cccc(F)c1
4,CN(C)CCCN(C(=O)c1ccc(C(=O)c2ccccc2)cc1)c1nc2c(F)cccc2s1

Other structures:
TbREL1 inh,Molecule
-4,CC(=O)Oc1cc2c(cc1OC(C)=O)C(=O)CCCC2
-2,Cc1cn([C@H]2C[C@H](O)[C@@H](CNCc3ccc4ncccc4c3)O2)c(=O)[nH]c1=O
1,Cc1ccc(N(Cc2cc3ccc(C)cc3[nH]c2=O)S(=O)(=O)c2ccccc2)cc1
-1,COc1ccccc1CNC(=O)C(=O)c1cn(CC(=O)N2CCCC2)c2ccccc12
1,Clc1cccc(Oc2ncc(CN3CCOCC3)s2)c1
0,Cc1ccc(S(=O)(=O)N(CC(=O)N2CCOCC2)C2CCCCC2)cc1
0,CCc1n[nH]c2c1/C(=N\O)CC(c1ccccc1)C2 (stereo unspecified)
0,O=C(NC1CCCc2ccccc21)c1ccc(Cl)nc1 (stereo unspecified)

Gathered by group: the compounds so far containing a tert-butyl group
TbREL1 inh,Molecule
5,CC(C)(C)OC(=O)NCc1ccc(NC(=O)c2nc[nH]c2C(=O)N[C@@H](Cc2ccccc2)C(=O)OCc2ccccc2)cc1
0,Cc1cc(NC(=O)c2ccc3c(c2)C(=O)N(C(C)(C)C)C3=O)no1
-2,CC(C)(C)NC(=O)COC(=O)c1ccc(F)cc1Cl
-1,CC(C)(C)OC(=O)[C@H](NC(=O)OCc1ccccc1)c1ccccc1

Some of the entries so far, as labelled records:
Clc1cccc(Oc2ncc(CN3CCOCC3)s2)c1
- TbREL1 inh: 1

Cc1ccc(S(=O)(=O)N(CC(=O)N2CCOCC2)C2CCCCC2)cc1
- TbREL1 inh: 0

CCc1n[nH]c2c1/C(=N\O)CC(c1ccccc1)C2 (stereo unspecified)
- TbREL1 inh: 0

O=C(NC1CCCc2ccccc21)c1ccc(Cl)nc1 (stereo unspecified)
- TbREL1 inh: 0
